Screening results as filed in PubChem.
All columns: NCI-60 one-dose screen, growth in % after 48 h at 10 µM unless noted; 100 = growth as untreated, 0 = no growth, -100 = all killed.
HL-60(TB) – HL-60(TB) leukemia cells; 9% of 78,000 active; AID 1794776; active = growth percent below 10
An asterisk follows results filed as active; & = joins results of further samples. Some of the compounds tested (hit frequency here may not be typical).

For N#Cc1cccc(/C=C(/C(=O)c2ccccc2)c2ccccc2)c1 the results were HL-60(TB) 43.7.
Cn1cc(C2=C(c3cn(C)c4ccccc34)C(=O)OC2)c2ccccc21 was read as HL-60(TB) 105.1.
`FC(F)(F)c1nn(-c2ccccc2)c2c1-c1ccccc1CO2` gave HL-60(TB) 92.2.
c1cnc2c(c1)ccc1ncccc12 was read as HL-60(TB) 93.6.
Screening Cc1nn(-c2ccccc2)c2ncn(CC(=O)N/N=C/c3ccccc3O)c(=O)c12 returned HL-60(TB) 6.2*.
For C(=N\Nc1nc(-c2ccccc2)cs1)/c1cccs1 the results were HL-60(TB) 98.2.
`O=C(NCCc1ccc(O)c(O)c1)c1sccc1Nc1ccnc(C(F)(F)F)c1` gave HL-60(TB) 100.4.
O=C(O)C(C(=O)O)C(c1ccccc1)c1ccccc1Br (configuration not stated) was read as HL-60(TB) 84.5.
O=C1NC(=NC23CC4CC(CC(C4)C2)C3)N/C1=C\c1ccc2ncccc2c1 was read as HL-60(TB) -11.2*.
Cc1ccc(-c2cc(-c3cc4ccccc4nc3Cl)[nH]c(=O)n2)cc1 was read as HL-60(TB) -32.7*.
For Cc1ccc(OC(=O)N(C)C)c(C)c1 the results were HL-60(TB) 85.0.
Screening CCCCSc1nc(N)nc2c1ncn2C1OC(CO)C(O)C1O (configuration not stated) returned HL-60(TB) 146.6.
C[C@H]1[C@H](C)CC[C@]2(C(=O)N3CCN(C)CC3)CC[C@]3(C)C(=CC[C@@H]4[C@@]5(C)Cc6c([nH]c7ccccc67)C(C)(C)[C@@H]5CC[C@]43C)[C@@H]12 was read as HL-60(TB) 70.8.
For Cc1cc(C)n(N)c(=O)c1C#N the results were HL-60(TB) 119.0.
`O=[N+]([O-])c1ccc([I+]c2ccccc2)cc1` gave HL-60(TB) 21.5.
Screening COc1cc2occ(-c3cc(OC)c4c(c3)OCO4)c(=O)c2cc1OC returned HL-60(TB) 61.1.
Cn1c(C#N)ccc1-c1cccc(NS(C)(=O)=O)c1 was read as HL-60(TB) 92.1.
`COc1cc(C2CC(c3cc(OC)c(OC)c(OC)c3)=NN2)ccc1Oc1ccnc2cc(Cl)ccc12` (configuration not stated) gave HL-60(TB) 88.0.
Screening O=C(N=c1n(-c2ccccc2)nc2n1CCN2C1=NCCN1)c1ccc(Cl)cc1 returned HL-60(TB) 95.8.
For COc1cc(/C=C/c2nnc(-c3[nH]nc4c3Cc3ccccc3-4)o2)cc(OC)c1OC the results were HL-60(TB) 83.0.
`Cc1cc(NCc2ccccn2)n2ncc(-c3ccccc3)c2n1` gave HL-60(TB) 102.4.
`C=CCOc1c(CCC)cc(C(=O)N(C)C)cc1CCC` gave HL-60(TB) 96.1.
`FC(F)(F)Oc1cccc(-c2cc(Cl)c3cc(N4CCCC4)ccc3n2)c1` gave HL-60(TB) 96.7.
Screening O=C1C(=O)c2ccccc2C(O)=C1CC=C1CCCCC1 returned HL-60(TB) 64.2.
For Cc1cc(C)c(C)c(O)c1 the results were HL-60(TB) 89.9.
For CCCCCCOC(=O)c1cc(-c2cc([N+](=O)[O-])ccc2F)nc2ccccc12 the results were HL-60(TB) 86.8.
Screening CCCSc1nc(Nc2ccc(S(N)(=O)=O)cc2)c(C#N)c(-c2ccc(Cl)cc2)n1 returned HL-60(TB) 46.3.
`Nc1ncnc2c1ncn2[C@H]1CC=C(CO)O1` gave HL-60(TB) 99.4.
`Cn1c(Cc2ccccc2)nc(=O)c2ccccc21` gave HL-60(TB) 105.7.
For CC1(C)[C@@H](O)/C(=C\c2ccccn2)C[C@]2(C)[C@H]3CC[C@@H]4[C@@H](C(=O)/C=C\c5ccccn5)CC[C@@]4(C)[C@]3(C)CC[C@@H]12 the results were HL-60(TB) 49.6.
Screening NS(=O)(=O)c1ccc(Nc2nc(N/N=C/c3cn(-c4ccccc4)nc3-c3ccc(Br)cc3)nc(Nc3ccccc3)n2)cc1 returned HL-60(TB) 96.4.
O=C(O)/C=C1/OC(=O)c2ccccc21 was read as HL-60(TB) 108.1.
Screening CC1(C)C(=O)/C(=C\c2ccccc2)C[C@]2(C)[C@H]3CC[C@@H]4[C@@H](C(=O)/C=C/c5ccccc5)CC[C@@]4(C)[C@]3(C)CC[C@@H]12 returned HL-60(TB) 96.8.
`CNC(=O)c1ccc(N)cc1` gave HL-60(TB) 102.4.
O=[N+]([O-])c1ccc(I)cc1 was read as HL-60(TB) 95.5.
Screening Oc1[nH]c2cc(Cl)ccc2c1/C=c1/ccc2c(c1)N=C(c1cc(F)cc(F)c1)N=2 returned HL-60(TB) -10.0*.
`COc1ccc2oc(=O)cc(-c3nnc(N)s3)c2c1` gave HL-60(TB) 88.7.
For Nc1c(Br)cc2c(c1Br)Cc1cc([N+](=O)[O-])ccc1-2 the results were HL-60(TB) 69.6.
For NC1=C(C/C(N)=N\O)C(c2ccc([N+](=O)[O-])cc2)c2c(ccc3ccccc23)O1 (configuration not stated) the results were HL-60(TB) 58.3.
Screening CN1CCN(Cc2ccc(NC(=O)c3cncc(C#Cc4ccc(N)nc4)c3)cc2C(F)(F)F)CC1 returned HL-60(TB) -38.5*.
Screening CCCCN(CCCC)CCCCCCCCCO returned HL-60(TB) 90.8.
For C/C(=N\N1CC(=O)NC1=O)c1ccc([N+](=O)[O-])o1 the results were HL-60(TB) 62.7.
Screening Cc1cc(C)c(S(=O)(=O)n2cc(C=O)c3ccccc32)c(C)c1 returned HL-60(TB) 95.1.
For Nc1nccc(Nc2ccccc2)n1 the results were HL-60(TB) 104.5.
For CC(C)N(CCOC(=O)c1cc(Br)cc(-c2ccccc2)c1O)C(C)C the results were HL-60(TB) 105.3.
`Cc1[nH]nc2c1C(c1ccccc1)N(Cc1ccccc1)OC2` (configuration not stated) gave HL-60(TB) 99.7.
For COc1cc(CCn2nnc3c(Nc4ccc(N5CCOCC5)cc4)ncnc32)cc(OC)c1 the results were HL-60(TB) 105.5.
C1OC2COCOC2C2OCOCC2O1 (configuration not stated) was read as HL-60(TB) 101.2&92.4.
Screening COc1cc(-c2nn(-c3ccc(NC(=O)Nc4cc(C(F)(F)F)cc(C(F)(F)F)c4)cc3)cc2-c2ccncc2)ccc1Cl returned HL-60(TB) 4.8*.
CCCCCCCCCCCCCCn1c2ccccc2c2c3c(c4c5cc(OC)ccc5oc4c21)C(=O)NC3=O was read as HL-60(TB) 114.6.
O=C(CC(c1ccccc1)N1CCN(C(CC(=O)c2ccccc2)c2ccccc2)CC1)c1ccccc1 (configuration not stated) was read as HL-60(TB) 71.7.
For CCc1c(C(=O)NCc2cccc(Cl)c2)[nH]c(C)c1C(C)=O the results were HL-60(TB) 89.3.
For CCCCCCCCCCN1C(=O)/C(=c2\sc3n(c2=O)NC2C(N=3)N(CC)C(=O)N2CC)c2ccccc21 (configuration not stated) the results were HL-60(TB) 98.9.
Screening O=C(c1ccccc1)C(c1ccccc1)(c1ccccc1)c1ccccc1 returned HL-60(TB) 82.5.
For C=CCN1C(=O)C(CC)(CCC(C)C)C(=O)NC1=S (configuration not stated) the results were HL-60(TB) 101.0.
NC(=O)c1c(NC(=O)COC(=O)c2ccccc2Br)sc2c1CCC2 was read as HL-60(TB) 85.9.
Screening CN1C(=O)/C(=C/c2ccc3ncsc3c2)NC1=NC12CC3CC(CC(O)(C3)C1)C2 returned HL-60(TB) -16.6*.
Screening COCc1ccc([N+](=O)[O-])o1 returned HL-60(TB) 152.7.
For CN(C)CCn1c2ccccc2c2nc3cc(Cl)c(Cl)cc3nc21 the results were HL-60(TB) 73.0.
Screening O=C1CSC2=NCCN12 returned HL-60(TB) 86.3&106.0.
Cc1ccccc1C(=O)Nc1ccccc1Cl was read as HL-60(TB) 99.2.
`O=C(c1ccccc1)C1(Br)CCCCC1` gave HL-60(TB) 105.8.
For CCC(=O)c1cc2ccccc2c2ccccc12 the results were HL-60(TB) 100.4.
OC1(c2ccc(Cl)cc2Cl)c2ccccc2C2=NCCN21 (configuration not stated) was read as HL-60(TB) 63.3.
C/C(=N\NC(=O)CSc1nc(-c2cnccn2)cc(-c2cccs2)c1C#N)c1cnccn1 was read as HL-60(TB) 105.6.
For CC(=O)NC1(C#N)c2ccccc2-c2ccccc21 the results were HL-60(TB) 97.4.
For CCCC1=CC(=O)CCC1 the results were HL-60(TB) 100.6.
NC(=O)c1cccc(-n2ccc3cc(NC(=O)c4ccc(Cl)c(C(F)(F)F)c4)ccc32)n1 was read as HL-60(TB) 97.9.
Screening CCCCC[C@H]1C/C=C2/C(=O)C=C[C@@H]2C/C=C\CCCC(=O)O1 returned HL-60(TB) 4.5*.
`Cc1cc(C=O)c(C)[nH]1` gave HL-60(TB) 106.4.
Screening CCn1c2ccc(N(C)C)cc2c2cc(N(C)C)ccc21 returned HL-60(TB) 66.1.
`OC1(c2cn(-c3ncc(-c4ccc(C(F)(F)F)cc4)c(NC4CCCCCC4)n3)nn2)c2ccccc2-c2ccccc21` gave HL-60(TB) 87.1.
Screening CCOc1ccccc1/C=C1\SC(=S)N(CC)C1=O returned HL-60(TB) 70.1.
For CNC(=O)c1cc(Oc2ccc3nc(NC(=O)NCCO)sc3c2)ccn1 the results were HL-60(TB) 97.5.
For O=C(N/N=C/c1cccc(Oc2ccccc2)c1)c1cnn2c1NC(c1ccccc1)C2 (configuration not stated) the results were HL-60(TB) 96.0.
O=C(O)CNS(=O)(=O)c1ccc(OCCOc2ccc(S(=O)(=O)NCC(=O)O)cc2)cc1 was read as HL-60(TB) 98.7.
Screening N#Cc1c2c([nH]c(=O)c1C#N)CCCCC2 returned HL-60(TB) 97.6.
Screening O=C(NNc1nc2ccccc2nc1/C=C/c1ccc(F)cc1)Nc1cccc(Cl)c1 returned HL-60(TB) 77.1.
CC(C)NCCNc1ccnc2cc(Cl)ccc12 was read as HL-60(TB) 91.0.
`Cc1nnnn1-c1ccccc1` gave HL-60(TB) 105.6.
`O=C1Nc2ccc(F)cc2C1=Nc1ccc(O)cc1` gave HL-60(TB) 99.7.
Screening Nc1nc2c(ncn2[C@@H]2O[C@H](CNO)[C@@H](O)[C@H]2O)c(=O)[nH]1 returned HL-60(TB) 103.5.
C[N+](C)(C)CCOC(=O)c1ccc(OCc2ccccc2C(F)(F)F)cc1 was read as HL-60(TB) 101.8.
For COc1ccc(Nc2ccc3ccccc3c2)cc1 the results were HL-60(TB) 91.3.
C=C(Cl)C1CO1 (configuration not stated) was read as HL-60(TB) 89.5.
Screening O=[N+]([O-])c1ccc(OCCCCBr)c(Cl)c1 returned HL-60(TB) 83.9.
N#C/C(=C\c1ccco1)c1cc2ccccc2[nH]1 was read as HL-60(TB) 92.1.
O=C1C=C(OCC=C(Br)Br)C(=O)c2ccccc21 was read as HL-60(TB) 62.9.
`COc1ccc(-c2c(O)c(=O)[nH]c3ccc(OC)cc23)cc1` gave HL-60(TB) 88.5.
C#CCN(C)CCCOc1ccc(NCc2ccc(C(=O)NO)cc2)cc1Cl was read as HL-60(TB) 12.0.
CC/C(=C(/c1ccc(O)cc1)c1ccc(OCCN2CCCCCC2)cc1)c1ccc(OC)cc1 was read as HL-60(TB) 86.2.
`COc1ccc2c3c(cnc2c1)C(=O)CCC3` gave HL-60(TB) 97.6.
`N#Cc1c(-c2ccc(F)cc2)nn(CC(=O)N2CCOCC2)c1N` gave HL-60(TB) 99.8.
`COc1ccc(NC(=O)c2ccoc2COc2ccccc2)cc1` gave HL-60(TB) 96.9.
`Cc1ccncc1CO` gave HL-60(TB) 80.9.
For O=C(Nc1ccc(-n2cc(-c3ccncc3)c(-c3ccc(O)c(Cl)c3)n2)cc1)c1ccc(Cl)c(Cl)c1 the results were HL-60(TB) 14.7.
For COc1cc(C=C2C(=O)NC(=O)NC2=O)cc(OC)c1O the results were HL-60(TB) 100.7.
c1cnn([B-]2(n3cccn3)n3ccc[n+]3[B-](n3cccn3)(n3cccn3)n3ccc[n+]32)c1 was read as HL-60(TB) 109.9.
O=C(O)c1cn(C2CC2)c2cc(N3CCN(C(=O)CCCN4C(=O)S/C(=C/c5cccc([N+](=O)[O-])c5)C4=O)CC3)c(F)cc2c1=O was read as HL-60(TB) 103.5.
`O=CNc1ccccc1Cl` gave HL-60(TB) 81.1.
CCOC(=O)c1c(C)oc2cc([N+](=O)[O-])c(O)c([N+](=O)[O-])c12 was read as HL-60(TB) 93.0.
Screening Clc1cn2cc(-c3ccc(Cl)c(Cl)c3Cl)nc2s1 returned HL-60(TB) 85.3.
Screening NS(=O)(=O)c1ccc(Nc2nc(SCC(=O)c3ccccc3)nc3c2CCC3)cc1 returned HL-60(TB) 100.5.
CC12CCC3C(CC=C4CC(O)CCC43C)C1C/C(=C\c1ccc(OCC(=O)N3CCCC3)cc1)C2=O (configuration not stated) was read as HL-60(TB) 104.5.
`Cc1ccc(C)c2c1C=CC2` gave HL-60(TB) 101.8.
